D2 antag – HTS Assay for Allosteric Antagonists of the Human D2 Dopamine Receptor: Primary Screen for Antagonists; hit rate 2% among 340,000; inhibition, % at 10 µM; HEK293 TREx D2 cells, calcium flux, dopamine EC80; in the data active = inhibition above about 30%; note: 0% is about no effect
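Cells plated overnight at 30 C with tetracycline; no-wash calcium dye, 30–90 min RT; 10 s baseline; compound pinned; 180 s read; EC80 dopamine added; another 180 s read.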
TrxR1 substrate – qHTS Assay for Substrates of Mammalian Selenoprotein Thioredoxin Reductase 1 (TrxR1): qHTS. AID 588456, 2011. hit rate 0.01% among 390,000. purified TrxR1 substrate turnover, NADPH consumption readout. Potency, µM (series often up to 114 µM), for the others: at the top dose activity change, negative = substrate turnover. Thioredoxin reductase 1, cytoplasmic (Rattus norvegicus), O89049; note: potency is the fitted concentration of half-maximal effect; % is set by controls: 0 for no effect and ±100 for the full control effect; nearly all actives have a fitted effect of over 50% in size
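Rat TrxR1, dispensed at 90 nM, was prereduced with 400 uM NADPH (final) for 5 min at ~22 deg C, then incubated with compound 15 min before 400 uM selenite. A first-read NADPH fluorescence drop versus no-compound background flagged substrates.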
USP1 inh – Inhibitors of USP1/UAF1: Primary Screen. recombinant USP1/UAF1, Ub-Rhodamine cleavage fluorescence. Potency, µM (doses to about 57.1 µM), inactives show at the top dose activity change, negative = inhibition, usual class: inhibitors. hit rate 0.23% among 390,000; note: potency is the fitted concentration of half-maximal effect; % is set by controls: 0 for no effect and ±100 for the full control effect; nearly all actives have a fitted effect of over 60% in size; inactives centre near -12
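USP1/UAF1 complex at 1 nM was preincubated with compound for 15 min at room temperature, then Ub-Rho substrate (150nM final) was added. Fluorescence (480/540 nm) was read kinetically, 6 reads every 60 seconds.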
Pin1 inhibitor – qHTS Assay to Find Inhibitors of Pin1; AID 504891, 2011; Potency, µM (series often up to 115 µM), for the others: at the highest dose activity, negative = inhibition, usual class: inhibitors; Peptidyl-prolyl cis-trans isomerase NIMA-interacting 1 (Homo sapiens), Q13526; hit rate 0.009% among 390,000; Pin1 FP peptide displacement, HiFluor488, 10 min; active = well fitted inhibition curve with a large enough effect in the polarisation, with a control signal flat, not every such curve was filed as active; inconclusive = small, poorly fitted or top-dose-only effect, or effect the other way, or a change in a side signal; inactive = no such curve, though single readings can be large or run the other way; the % refers to the polarisation; note: potency is the fitted concentration of half-maximal effect; % is set by controls: 0 for no effect and ±100 for the full control effect
Target sequence (Q13526 whole entry, looked up): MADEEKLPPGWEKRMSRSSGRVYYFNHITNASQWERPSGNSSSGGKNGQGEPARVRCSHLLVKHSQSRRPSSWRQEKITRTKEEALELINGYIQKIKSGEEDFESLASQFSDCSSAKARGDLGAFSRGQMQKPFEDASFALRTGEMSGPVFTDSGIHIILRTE
mIDH1 inhibitor – qHTS for Inhibitors of mutant isocitrate dehydrogenase 1 (IDH1): qHTS; Isocitrate dehydrogenase [NADP] cytoplasmic (Homo sapiens), O75874; IDH1-R132H enzyme, NADPH consumption, diaphorase/resazurin fluorescence; Potency, µM (titrated, usually from 76.6 µM), for inactives: at the top dose activity change, negative = inhibition, actives largely listed as inhibitors; hit rate 0.093% among 390,000; AID 602179, 2012; note: potency is the fitted concentration of half-maximal effect; % is set by controls: 0 for no effect and ±100 for the full control effect; nearly all actives have a fitted effect of over 65% in size
Target sequence (O75874 whole entry R132H, stated change not applied): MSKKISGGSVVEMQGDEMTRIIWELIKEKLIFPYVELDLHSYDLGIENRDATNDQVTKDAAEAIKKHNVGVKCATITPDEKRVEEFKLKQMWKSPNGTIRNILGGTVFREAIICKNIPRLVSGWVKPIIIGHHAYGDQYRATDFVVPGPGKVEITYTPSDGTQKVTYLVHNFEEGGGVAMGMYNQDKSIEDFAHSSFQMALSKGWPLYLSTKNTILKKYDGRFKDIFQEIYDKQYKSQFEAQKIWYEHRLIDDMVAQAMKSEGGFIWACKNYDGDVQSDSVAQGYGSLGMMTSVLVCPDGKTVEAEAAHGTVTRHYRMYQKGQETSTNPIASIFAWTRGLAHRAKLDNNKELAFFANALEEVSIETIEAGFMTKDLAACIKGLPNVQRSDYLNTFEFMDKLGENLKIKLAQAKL
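IDH1-R132H (0.5 ug/mL dispensed) in pH 7.5 Tris buffer was preincubated 30 min with compound, then given a substrate mix of 0.016 mM NADPH and 2 mM alpha-KG for 80 min at room temperature; remaining NADPH was read by diaphorase/resazurin fluorescence.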
D2 ag – HTS Assay for Allosteric Agonists of the Human D2 Dopamine Receptor: Primary Screen for Agonists | AID 485358, 2010 | activation, % at 2 µM | HEK293 T-REx D2 cells, calcium flux agonist mode | hit rate 0.53% among 340,000;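 active = activation over 3 SD above normal in the single-dose calcium agonist read, cut at about 30% in these data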; note: 0% is about no effect
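HEK293 Trex D2 cells, tetracycline-induced, o/n 30 C 5% CO2; no-wash Ca dye, RT 30–90 min; 10-cycle baseline, 23 nl cpd added, kinetic Ca read 180 s; agonist hits = positive Ca response.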
TRHR ag – qHTS for Small Molecule Agonists and Allosteric Enhancers of Human TRH Receptor: Primary Screen for Agonists; TRHR cells, calcium flux fluo-8, FDSS agonist mode; activation, % at 2 µM; AID 493084, 2011; hit rate 0.18% among 360,000; in the data active = activation above about 30%; note: 0% is about no effect
Target sequence (P34981 whole entry, looked up): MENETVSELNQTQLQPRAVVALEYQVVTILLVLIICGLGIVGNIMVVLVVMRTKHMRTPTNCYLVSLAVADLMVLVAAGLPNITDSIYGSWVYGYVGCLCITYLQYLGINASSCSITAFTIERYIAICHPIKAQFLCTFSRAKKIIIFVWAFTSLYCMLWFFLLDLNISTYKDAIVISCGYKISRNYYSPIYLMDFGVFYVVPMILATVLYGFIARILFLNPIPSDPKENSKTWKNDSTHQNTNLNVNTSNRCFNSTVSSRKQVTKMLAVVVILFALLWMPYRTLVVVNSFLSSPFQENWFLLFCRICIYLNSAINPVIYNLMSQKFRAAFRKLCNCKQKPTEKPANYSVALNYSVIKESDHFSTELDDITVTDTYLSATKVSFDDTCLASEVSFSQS
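Read-out: compound-evoked intracellular calcium rise in TRHR cells, fluo-8 dye, kinetic FDSS fluorescence at 1 s/cycle following a 10-cycle baseline. Cells cultured overnight before dye loading (30 min–1.5 h, RT).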
rTrxR1 inhibitor – qHTS Assay for Inhibitors of Mammalian Selenoprotein Thioredoxin Reductase 1 (TrxR1): qHTS; Thioredoxin reductase 1, cytoplasmic (Rattus norvegicus), O89049; recombinant rTrxR1, NADPH fluorescence consumption, selenite substrate; Potency, µM (series often up to 114 µM), inactives show at the highest dose activity change, negative = inhibition, actives largely listed as inhibitors; hit rate 1% among 390,000; AID 588453, 2011; note: potency is the fitted concentration of half-maximal effect; % is set by controls: 0 for no effect and ±100 for the full control effect; nearly all actives have a fitted effect of over 65% in size
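Rat TrxR1 (90 nM in the dispensed reagent) was pre-reduced with 400 uM NADPH for 5 min at room temperature, then incubated with compound for 15 min. After 400 uM selenite was added, NADPH fluorescence (Ex 340/Em 450 nm) was followed for 8 min.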
TRHR PAM – qHTS for Small Molecule Agonists and Allosteric Enhancers of Human TRH Receptor: Primary Screen for Enhancers; TRHR cells, fluo-8 calcium fluorescence, EC20 TRH enhancement; enhancement, % at 2 µM; hit rate 0.66% among 360,000; AID 493056, 2011; in the data active = enhancement above about 30%; note: 0% is about no effect
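Enhancer read-out: after compound pinning and an initial kinetic agonist-mode read, an EC20 of TRH (10 nM final) was injected and fluo-8 calcium signal (Ex 480/Em 530) followed at 1 s/cycle for 100 cycles in TRHR-expressing cells.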
* hit, by the source's call; ? = inconclusive; / = not tested or not shown; & = joins results of further samples; [ ] = another dose, or the depositor's remark. Unless noted, calls come from the whole dose curve; as a rule, active = well fitted inhibition curve with a large enough effect; inconclusive = small, poorly fitted or top-dose-only effect; inactive = no such curve, though single readings can be large or run the other way. Not all compounds are listed. The share of hits here may be higher or lower than overall.

SMILES | D2 antag | TrxR1 substrate | USP1 inh | Pin1 inhibitor | mIDH1 inhibitor | D2 ag | TRHR ag | rTrxR1 inhibitor | TRHR PAM
CC(=O)c1c(-c2ccccc2)[nH]c2ccccc12 | 4 | 2%[57.1 µM] | -2% | 1% | 15% | 0.2 | 0.7 | -1%[57.1 µM] | -10
CC1(NC(=S)Nc2ccccc2)CCS(=O)(=O)C1 (centres undefined) | -9 | 2%[57.1 µM] | 0% | -3% | 1% | 0.6 | -0.1 | 9%[57.1 µM] | -8
c1ccc(-c2c(-c3ccccc3)n(Cc3ccco3)c3ncnc(NCCCn4ccnc4)c23)cc1 | -7 | 55%[activator] | ? | ? | 29µM* | -0.1 | -0.7 | ? | 8
COCCNC(=O)CSc1nc(-c2ccc(F)cc2)[nH]c1-c1ccc(Cl)cc1 | / | 3% | -12% | -9% | 15% | 3.2 | 2.7 | 14% | -6
O=C(OC1CCOC1=O)c1cccc(S(=O)(=O)N2CCc3ccccc3C2)c1 (centres undefined) | -7 | -5%[57.1 µM] | -12% | -4% | -10% | 0.1 | 0.2 | 10%[57.1 µM] | 4
C=CCC(C)(NCc1ccccc1)c1ccc(C)cc1 (centres undefined) | 7 | -12% | -12% | 1% | 10% | -1.0 | -0.3 | -23% | -3
CCc1nc(N)c(C#N)c(-c2ccccc2OC)c1C | -14 | 16%[57.1 µM] | -2% | -17% | 2% | -0.8 | -1.7 | 1%[57.1 µM] | -2
O=C(COC(=O)COc1ccc(Cl)cc1Cl)NC1CC1 | / | -1% | -14% | 0% | -5% | / | / | 17% | /
COc1ccc(-c2cc(C(=O)Nc3c(C)n(C)n(-c4ccccc4)c3=O)no2)cc1 | 6 | 5%&81% | -5%&1% | 9%&0% | 8%&-5% | -0.2 | -0.9&-1.1 | 4%&132% | 0&11
O=C(CSc1ccc(C(F)(F)F)cc1[N+](=O)[O-])Nc1ccc2ccccc2c1 | 8 | -14% | -11% | -1% | 0% | -0.4 | -0.4 | -4% | 1
CSC1=C(C#N)C(c2ccccc2Cl)C2=C(N1)c1ccccc1C2=O (centres undefined) | 3 | -6% | -23% | 10% | -21% | -0.4 | -0.1 | 50µM* | 9
Cc1ccc(NC(=O)Cn2nc(C(=O)O)c3ccccc3c2=O)c([N+](=O)[O-])c1 | 1 | 2%[57.1 µM] | -16% | -1% | 2% | 0.2 | -0.5 | 12%[57.1 µM] | -1
CC(=O)Oc1ccc2ccccc2c1C(NC(=O)C(C)C)c1cccc([N+](=O)[O-])c1 (centres undefined) | 10 | 4% | -12% | 10% | 2% | -0.6 | -0.7 | -1% | 3
COc1ccc2[nH]c(=O)c(CN(Cc3nnnn3Cc3ccc(F)cc3)CC3CCCO3)cc2c1 (centres undefined) | -5 | 10% | -26% | -5% | 10% | -0.9 | 0.0 | -17% | -6
COc1cc(/C=N/n2c(-c3ccccc3)n[nH]c2=S)cc(OC)c1O | -3 | 1% | -20% | 1% | 7% | -0.5 | 0.5 | -22% | 2
Cc1cc2c(cc1S(=O)(=O)CCC(=O)Nc1ccc(OC(F)(F)F)cc1)OCC(=O)N2 | / | -7% | -22% | 2% | -4% | 1.5 | 0.1 | 12% | 11
Cc1cccc(NC(=O)N2C3CCCC2CC(NC(=O)C2CC2)C3)c1 (centres undefined) | 2 | -1% | -4% | -17% | -4% | -0.4 | 0.2 | 5% | 1
CC(Oc1ccc(Br)cc1)C(=O)Nc1ccc(S(=O)(=O)Nc2nccs2)cc1 (centres undefined) | -3 | 4% | -29% | -5% | -4% | 2.0 | 1.3 | 26% | 1
O=C(CN1C(=O)NC2(CCOc3ccccc32)C1=O)Nc1ccc(F)c(F)c1F (centres undefined) | 1 | -13%[57.1 µM] | -20% | 1% | 9% | 0.4 | 1.0 | 38%[activator][57.1 µM] | 2
COc1cccc(NC(=O)N2CCC(n3c(C)nc4cccnc43)CC2)c1 | / | -1%[57.1 µM] | -10% | -9% | -3% | 1.6 | -0.1 | 13%[57.1 µM] | 0
O=C(CSc1nnc(NC(=O)C2CC2)s1)Nc1ccccc1C(F)(F)F | -14 | 7% | -19% | 3% | 8% | 0.2 | 0.0 | 18% | 2
CCn1c2ccccc2c2cc(NC(=O)C3CCN(S(=O)(=O)c4cccs4)CC3)ccc21 | -7 | 5% | -5% | 7% | -2% | 0.6 | -0.6 | 8% | 14
CCOC(=O)CNC(=O)CSc1cc(C)nc2ccc(OC)cc12 | -6 | -1%[11.4 µM] | 2% | 0% | 8% | 0.0 | -0.3 | 15%[11.4 µM] | -2
Cc1ccc2[nH]c(=O)c(C3=NN(C(=O)CCC(=O)O)C(c4cccs4)C3)c(-c3ccccc3)c2c1 (centres undefined) | 2 | 19% | -20% | -1% | 1% | -1.2 | 0.4 | 0% | 3
CCCCN(C(=O)COC(=O)c1ccccc1)c1c(N)n(CCC)c(=O)[nH]c1=O | / | 3% | -23% | -2% | -6% | / | / | 8% | /
CN(C)S(=O)(=O)c1cccc(C(=O)Nc2ccccc2C(=O)NC2CC2)c1 | / | -11% | -7% | -4% | 2% | / | / | -7% | /
CCCC(=O)Nc1ccccc1C(=O)OCc1cc(=O)n2nc(C(C)C)sc2n1 | / | -5%[57.1 µM] | -14% | -9% | -12% | -0.5 | -1.8 | 3%[57.1 µM] | 5
COC(=O)c1ccc(NC(=O)CCN2CCCCC2)cc1 | -1&-4 | -6% | -10%&-12% | 3%&-2% | 11%&2% | 0.1&-0.1 | -1.6&-0.1 | -1% | 2&8
CC(C)Oc1ccc(/C=C(/NC(=O)c2ccccc2)C(=O)NCCC(=O)O)cc1 | 7 | -7% | -13% | -3% | 0% | 0.3 | 0.5 | 0% | 47*
C=CCNc1nc(SC)nc2ccsc12 | 32* | 0% | -13% | 1% | 9% | 0.3 | 0.2 | 5% | -9
O=C(c1ccccc1NS(=O)(=O)c1ccc(F)cc1)N1CCc2ccccc21 | 5 | -13% | -6% | 5% | 3% | -0.2 | 0.2 | -9% | -3
Cc1ccsc1C(=O)OCC(=O)N1CC(=O)Nc2ccccc21 | -10 | 8% | -9% | 6% | 9% | 2.1 | 0.1 | 17% | -4
CN(C(=O)CC(=O)Nc1ccc(Cl)c(Cl)c1)c1ccccc1 | 25 | -2%[57.1 µM] | -6% | 0% | 9% | 0.1 | -0.4 | 34%[57.1 µM] | -2
O=C(N/N=C/c1ccc(OCC(=O)N2CCOCC2)cc1)c1ccccc1Cl | -10 | -4% | -8% | -1% | -2% | 1.0 | 0.5 | 5%[57.1 µM] | 3
O=C(NNS(=O)(=O)c1ccccc1)C1CCCCC1 | -9 | 0% | -9% | -4% | 0% | -0.5 | 0.2 | 12% | 11
CCN(CC)c1ccc(C(=O)OCC(=O)N2CCCC2)cc1 | 3 | -7% | -19% | 0% | -3% | 1.9 | 0.2 | -3% | -3

Some entries already given, reduced to D2 ag, USP1 inh and Pin1 inhibitor.
| SMILES | D2 ag | USP1 inh | Pin1 inhibitor |
| --- | --- | --- | --- |
| CC(C)Oc1ccc(/C=C(/NC(=O)c2ccccc2)C(=O)NCCC(=O)O)cc1 | 0.3 | -13% | -3% |
| O=C(c1ccccc1NS(=O)(=O)c1ccc(F)cc1)N1CCc2ccccc21 | -0.2 | -6% | 5% |
| C=CCNc1nc(SC)nc2ccsc12 | 0.3 | -13% | 1% |

Following part
SMILES | D2 antag | TrxR1 substrate | USP1 inh | Pin1 inhibitor | mIDH1 inhibitor | D2 ag | TRHR ag | rTrxR1 inhibitor | TRHR PAM
Cc1ccc(C#N)c(SCC(=O)Nc2nccs2)n1 | 5 | 2% | -15% | 98%[activator] | 2% | -0.8 | 0.0 | -2% | -2
CCN(CC)CC(=O)Nc1c(Br)ccc2c1OCO2 | 6 | -3% | -9% | 2% | 2% | 0.3 | -0.2 | 4% | 14
O=C(N/N=C1\CCCc2ccccc21)c1ccc([N+](=O)[O-])cc1Cl | 6 | -14% | -5% | -11% | 0% | 0.2 | -0.2 | -16% | -4
CCc1cccc(CC)c1-n1c(SCC(=O)N2CCc3ccccc32)nc(O)cc1=O | / | 10% | -11% | ? | 7% | / | / | 21% | /
COc1ccc(/C(C)=N/NC(=O)CNC(=O)c2cccnc2)c(OC)c1 | -5 | -6% | -2% | -13% | -7% | -0.3 | 0.3 | 12% | 4
Cc1ccccc1OCC(=O)NCCN1CCCC1 | 16 | -3% | -2% | -2% | 0% | 0.6 | 0.1 | 1% | -1
COC(=O)c1ccccc1-n1cc2c(c1-c1cccc(C)c1)c(=O)n(C)c(=O)n2C | / | 2% | -2% | -2% | -11% | 0.4 | -0.7 | -12% | -9
CCC(C(=O)NCCc1ccc(OC)c(OC)c1OC)n1nc(C)c2sc3ccccc3c2c1=O (centres undefined) | / | 92%[activator] | ? | 7% | 21% | 0.5 | 0.7 | 263%[activator] | 9
COc1ccc(C(=O)Nc2nc(C)c(C(C)=O)s2)cc1S(=O)(=O)N1CCOCC1 | 30* | -2% | -13% | 1% | -15% | 0.6 | 0.3 | 6% | 29

Taken from above.
COc1ccc(C(=O)Nc2nc(C)c(C(C)=O)s2)cc1S(=O)(=O)N1CCOCC1 in USP1 inh = -13%
COc1ccc(/C(C)=N/NC(=O)CNC(=O)c2cccnc2)c(OC)c1 in D2 antag = -5
